# High-throughput results: PubChem, several laboratories
# Yp Topo-I inh = inhibitors of Yersinia pestis topoisomerase I; Y. pestis Topo-I cleavage product accumulation, plate reader; activity, % at 10 µM; 0.064% of 360,000 active; in the data active = activity above about 50%, passing the limit was not always enough; inconclusive = no clear call, values can overlap the other calls; also: inactives centre near 2
# TcdB inh = TcdB glycohydrolase inhibition | P18177 | TcdB glycohydrolase enzymatic assay, plate reader | inhibition, % at 9.99 µM | 0.24% of 350,000 active | AID 652162; in the data active = inhibition above about 10%
# PfHsp40 yeast = restores yeast growth despite PfHsp40 toxicity; S. cerevisiae expressing PfHsp40, growth rescue, ATP luminescence; growth rescue, % at 12.5 µM; 0.68% of 340,000 active; AID 504582; in the data active = growth rescue above about 28%, passing the limit was not always enough; inconclusive = no clear call, values can overlap the other calls;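 also: yeast W303a lacking pdr1 and pdr3 grown in galactose medium; growth measured after three days at 30 °C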
# PriA SSB inh = inhibitors of Klebsiella pneumoniae PriA binding to SSB C-terminal tail | AlphaScreen SSBct-PriA binding, biotinylated peptide | inhibition, % at 33 µM | 0.6% of 430,000 active | AID 1272365; in the data active = inhibition mostly above about 37%, no sharp cut-off; inactive = mostly below about 20%;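 also: plate controls were negative control peptide for no effect and reference peptide for full effect; strong numbers were not always called active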
# 3CLpro inhibitor = SARS-CoV 3CLpro protease inhibition | recombinant SARS-CoV 3CLpro, quenched FRET peptide cleavage | inhibition, % at 6 µM | 0.14% of 290,000 active; in the data active = inhibition above about 12%
# BoNT A protease = inhibitors of Botulinum neurotoxin A light chain protease | AID 588499 | inhibition, % at 10 µM | multiplex microsphere protease substrate cleavage, flow cytometry | 0.17% of 360,000 active; also: plate controls were buffer without enzyme for full effect and enzyme alone for no effect
# BH1578 lux ind = induces V. cholerae light production without autoinducers; V. cholerae BH1578 lux reporter, luminescence, 6 h; activation, % at 18.7 µM; 0.16% of 350,000 active; in the data active = activation mostly above about 9.7%, no sharp cut-off; inconclusive = no clear call, values can overlap the other calls; inactive = mostly below about 3.7%; also: not every result past the cut was called active; inactives centre near 0; reference of the scale not given here
# PrPC TRFRET = reduces human prion protein on the cell surface; cell surface PrPC, TR-FRET read-out; P04156; 0.43% of 370,000 active; inhibition, % at 13.8 µM; AID 720596; in the data active = inhibition above about 24%; also: 0% = median of the test wells and 100% = reference compound wells
# Anthrax LF inh2 = anthrax lethal factor protease inhibition. multiplex microsphere protease cleavage assay, LF. inhibition, % at 10 µM. 0.12% of 360,000 active. AID 588501; also: plate controls were buffer without enzyme for full effect and enzyme alone for no effect
# Target sequence (P15917 whole entry, looked up): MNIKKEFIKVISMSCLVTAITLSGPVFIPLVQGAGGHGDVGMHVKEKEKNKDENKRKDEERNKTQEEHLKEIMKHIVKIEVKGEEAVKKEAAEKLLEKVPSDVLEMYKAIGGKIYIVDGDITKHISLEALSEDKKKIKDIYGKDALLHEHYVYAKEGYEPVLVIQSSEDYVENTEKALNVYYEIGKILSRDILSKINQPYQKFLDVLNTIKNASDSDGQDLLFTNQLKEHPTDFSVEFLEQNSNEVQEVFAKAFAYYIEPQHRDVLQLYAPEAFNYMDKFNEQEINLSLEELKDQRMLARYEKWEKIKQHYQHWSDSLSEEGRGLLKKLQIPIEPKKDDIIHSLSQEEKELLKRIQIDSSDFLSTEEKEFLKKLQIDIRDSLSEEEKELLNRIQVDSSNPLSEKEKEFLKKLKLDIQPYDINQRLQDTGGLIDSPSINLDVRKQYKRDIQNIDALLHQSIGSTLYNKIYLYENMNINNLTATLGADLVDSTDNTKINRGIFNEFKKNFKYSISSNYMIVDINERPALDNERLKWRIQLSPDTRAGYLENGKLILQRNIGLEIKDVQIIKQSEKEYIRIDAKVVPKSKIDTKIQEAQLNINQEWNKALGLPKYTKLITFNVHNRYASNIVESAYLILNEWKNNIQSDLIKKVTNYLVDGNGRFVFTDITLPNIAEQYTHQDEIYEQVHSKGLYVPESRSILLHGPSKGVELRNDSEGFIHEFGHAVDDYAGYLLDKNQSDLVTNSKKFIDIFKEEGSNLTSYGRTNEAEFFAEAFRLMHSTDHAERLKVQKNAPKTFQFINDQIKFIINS
# Numbers without * were called inactive; i = inactive; u = inconclusive; x = not tested or not shown; & = joins results of further samples. Rule as the data show it, unless noted: active = inhibition above about 30%; inconclusive = no clear call, values can overlap the other calls; inactive = below that. The list is partial; rates above refer to the full screens.
SMILES,Yp Topo-I inh,TcdB inh,PfHsp40 yeast,PriA SSB inh,3CLpro inhibitor,BoNT A protease,BH1578 lux ind,PrPC TRFRET,Anthrax LF inh2
COCCn1c(SCC(=O)Nc2sccc2C(N)=O)nc2cc(Cl)ccc2c1=O,15,x,0.5,-4,6,-1.3,i,3,0
Cc1nc(NC(=S)NC(=O)c2ccccc2)sc1C(=O)N(C)C,2,x,-1.3,-2,3,0.7,-0.2,-3,-3
O=S(=O)(c1ccc(N2CCOCC2)nc1)N1CCOCC1,-3,x,-0.4,-6,-4,0.9,-3.7,6,4
O=C(Nc1ccccc1)C1=C[C@@H](c2coc3ccccc3c2=O)C[C@@H](OCCCCO)O1,15,0.0,0.1,5,2,0.0,-0.4,-4,-6
Cc1cc(C)c(C#N)c(SCC(=O)Nc2nnc(-c3ccccc3)s2)n1,3,x,-0.5,-15,0,1.1,x,-6,-1
CCn1c(CSc2nc3ccccc3s2)nnc1SCC(=O)c1ccc(Cl)cc1,2,x,-2.1,-2,0,0.7,-0.7,-2,2
Cc1ccc2c(c1)c(Sc1ccccc1)c(CC(=O)O)n2C,4,-1.6,4.5,-8,4,1.0,-0.4,1,1
CCc1nc2oc3ccccc3c(=O)c2c(=O)n1CCOC,2,x,-0.2,-1,-3,-0.3,i,-2,-5
CN(C)S(=O)(=O)c1ccc(N2CCCC2)c(C(=O)Nc2nc(-c3ccc(F)c(F)c3)cs2)c1,-4,x,-0.4,9,3,-1.3,-0.2,5,-2
COc1ccc(/C=N/n2cc(-c3ccc(OC)cc3)nc2N)cc1,4,0.6,-0.7,x,0,0.3,6.2,x,-3
CCCCn1nc(C(=O)NC2=NCCS2)c2ccccc2c1=O,-5,1.2,0.2,-14,-4,0.5,-0.2,-3,-1
CCCCNC(=O)CCC(=O)Nc1ccc2nc(N3CCCCC3)cc(C)c2c1,21,0.0,13,-5,-2,-0.2,i,2,-3
CCOC(=O)c1cc2c(ccn2C)n1CC(=O)N1C(C)CCCC1C (stereo not drawn),7,-0.6,0.4,-6,0,-1.3,-1.5,-3,-4
Cc1[nH]c(C)c(S(=O)(=O)Nc2ccccc2)c1C(=O)N1CCCC1,1,0.6,-0.9,-27,-2,0.4,-0.5,-2,1
Cc1cccc(NC(=O)Cn2cc(C(=O)C3CC3)c3ccccc32)c1,6,0.3,0.3,-12,-1,-1.1,0.3,3,-3
O=c1oc2ccccc2c(NC2CCCCC2)c1NS(=O)(=O)c1ccc(F)c(Cl)c1,26,1.9,1.0,5,0,-1.2,-0.2,3,-2
Cc1onc(-c2ccccc2)c1C(=O)Nc1nnc(C(C)(C)C)s1,-7,-0.1,0.0,-12,-1,0.6,i,-2,0
O=C(COc1ccc(Cl)cc1)NC(=S)Nc1ccccc1N1CCOCC1,8,0.8,1.6,-6,1,0.3,i,7,-1
O=C1C2CC=C(Cl)CC2C(=O)N1CCc1ccccc1 (stereo not drawn),11,x,1.2,-16,5,-0.3,-0.4,-7,2
CN(C)C(CNC(=O)C1CCN(S(=O)(=O)c2ccc(Cl)cc2)CC1)c1ccccc1 (stereo not drawn),1,0.6,0.3,-3,0,1.6,-0.5,6,2
Cc1ccccc1CC1(CO)CCCN(C(=O)CCC(F)(F)F)C1 (stereo not drawn),5,0.9,4.2,1,3,1.2,-0.7,-6,-2
COc1cc(C(=O)OCC(=O)Nc2ccc(S(=O)(=O)NC3=NCCCCC3)cc2)cc(OC)c1OC,7,0.5,0.6,4,x,-0.4,-5.0,-1,-9
C[C@H]1COc2cccc(N(C)CCO)c2S(=O)(=O)N1,x,-0.2,x,x,x,0.7,x,-2,3
CC(Cc1ccccc1)NC(=O)/C=C/c1ccc([N+](=O)[O-])cc1 (stereo not drawn),-3,x,-0.7,5,2,1.0,-0.4,-36,0
CN(C)c1ccc(C(=O)NNC(=O)Nc2ccccc2)cc1,7,0.6,-0.2,-10,7,-1.7,i,6,-2
O=C(NCc1cccc(C(F)(F)F)c1)c1cc(-c2ccccc2)nn1CC1CC(c2cccnc2)=NO1 (stereo not drawn),17,-0.2,5.0,5,x,0.2,i,-2,3
O=C1CC(c2ccccc2)n2nc(NC(=O)c3cccs3)nc2N1 (stereo not drawn),2,x,-1.7,-17,3,0.1,-0.3,1,1
O=C(O)COc1ccccc1/C=N/NC(=O)CSc1nc2ccccc2n1Cc1ccccc1Cl,37,1.3,1.3,i,2,0.6,-0.1,9,-1
COc1ccc(/C=C2\Cc3ccccc3C2=O)cc1OC,16,-0.4,0.7,-4,1,4.2,0.3,9,-6
Cc1ccc(NC2CCCN(C(=O)c3ccc(F)cc3)C2)cc1C (stereo not drawn),5,1.5,-0.3,11,-3,0.0,-0.2,-1,-2
O=C(c1cccs1)N1CCN(c2nnc(-c3ccccc3)c3ccccc23)CC1,19,-0.9,-0.7,17,-1,-0.8,i,-3,0
COc1cccc(C(=O)Nc2ccc(NC(=O)C3CC3)cn2)c1,-4,x,1.8,-7,4,-1.4,-0.3,-1,-1
OC(c1ccc(Cl)cc1)C(CN1CCOCC1)c1ccccc1 (stereo not drawn),-2,0.1,x,3,5,0.3,-0.8,-8,41*
COc1ccccc1C1C(C#N)=C(N)Oc2c1oc(CO)cc2=O (stereo not drawn),-8,-2.0,0.3,-10,5,0.7,i,-1,-4
COc1cccc(-n2cnc3sc(C)cc3c2=O)c1,-7,0.6,-1.2,-7,0,-1.0,-0.3,-3,-4
O=C(COC(=O)[C@H](Cc1ccccc1)NC(=O)c1ccco1)NCc1ccccc1,-7,x,0.4,-6,4,0.9,x,-4,10
Cc1nnsc1S(=O)c1ccc(Br)cc1 (stereo not drawn),-5,-0.1,0.3,-11,0,-1.3,i,-5,-1
O=C(COC(=O)[C@@H]1CCCN1S(=O)(=O)c1ccc(Cl)cc1)NC1CC1,2,-0.5,7.2,22,-1,-0.2,1.6,1,0
O=C(CCNC(=O)c1ccc(Cl)cc1)NN1C(=O)NC2(CCCCC2)C1=O,-5,0.4,-0.7,-6,x,x,0.0,1,x
O=C(CCn1c(=O)sc2ccccc21)Nc1nccs1,7,x,-0.7,4,5,0.8,-0.3,4,3
COc1ccc(CN2CCCCC2C(=O)Nc2ccc(OC)c(OC)c2)cc1OC (stereo not drawn),2,-0.4,-1.5,5,-6,0.8,-0.5,4,3
C[C@H](NC(=O)c1nc[nH]c1C(=O)N[C@@H](CCCCNC(=O)OC(C)(C)C)C(=O)OC(C)(C)C)C(=O)OCc1ccccc1,3,0.9,4.3,-22,5,-0.3,2.7,9,-10
CC(C)n1c(CNC(=O)c2ccccc2)nc2ccccc21,-9,x,-0.6,-10,1,-0.8,-17,2,6
Cc1ccc(C2N(c3cccc(Cl)c3)C(=O)C3CCCN32)o1 (stereo not drawn),-3,-0.3,1.5,-10,1,-0.3,0.0,0,-2
CNC(=O)c1[nH]cnc1C(=O)NCC(=O)OC(C)(C)C,13,0.9,-0.1,0,0,-0.3,0.1,-3,2
CN(C(=O)COc1ncnc2ccc(Br)cc12)C1CCCCC1,-6,0.7,x,x,x,0.3,-0.1,-5,-2
COc1ccc(CCn2c(=N)c(C(=O)NCC3CCCO3)cc3c(=O)n4cccc(C)c4nc32)cc1 (stereo not drawn),1,1.2,-1.5,-12,-13,2.7,-2.6,-37,0
COc1ccc(CNC(=O)CSc2ccsc2[N+](=O)[O-])cc1,-12,0.1,-0.7,0,-4,1.0,i,-36,0
CC(C)CN1C=C2C(=O)C(C)(OC(=O)C3CCCC3)C(=O)C=C2C=C1c1ccsc1 (stereo not drawn),1,4.4,-0.3,3,x,4.2,i,-3,-5
Cc1cc(N2CCN(C)CC2)nc2ccc(NC(=S)NCCCN3CCc4ccccc4C3)cc12,12,2.1,0.3,19,-3,0.4,-0.9,-7,-6

# Remaining list, next part:
SMILES,Yp Topo-I inh,TcdB inh,PfHsp40 yeast,PriA SSB inh,3CLpro inhibitor,BoNT A protease,BH1578 lux ind,PrPC TRFRET,Anthrax LF inh2
COc1ccc(-c2nc(N)nc(C(F)(F)F)c2-c2cscn2)c(O)c1,10,-0.5,0.0,6&22,-3,0.0,-0.3,8,-3
Cc1csc(NC(=O)NCC2CCCC(CNC(=O)Nc3nc(C)cs3)C2)n1 (stereo not drawn),9,1.2,-1.5,6,4,-0.7,-4.8,-6,-8
Cc1ccsc1C(=O)OCc1nc2ccsc2c(=O)[nH]1,3,3.2,-0.4,-10,x,4.9,i,5,3
CCOC(=O)C1CCCN(C(=O)CSc2ccccc2)C1 (stereo not drawn),-3,-0.1,-1.5,-9,2,0.0,-0.1,-4,0
O=C(CSc1ccccc1C(=O)O)Nc1cccc(C(=O)O)c1,-6,x,-0.5,-4,0,u,-2.1,2,0
Cc1cccc(NC(=O)C2CCCN(S(=O)(=O)c3cccc4nsnc34)C2)n1 (stereo not drawn),-6,x,-0.9,-10,-1,0.5,-0.8,-15,2
COCC(C)NC(=O)COc1ccc(Cl)cc1Cl (stereo not drawn),17,x,3.1,-13,0,-0.6,-2.1,5,-5
NC(c1csc(Nc2nncc3ccccc23)n1)C1CCCCC1 (stereo not drawn),-12,1.6,x,x,x,1.8,-3.7,-4,0
CCc1ccc(CN(C)C(=O)C2CCC(=O)N(Cc3ccccn3)C2)cc1 (stereo not drawn),-3,1.2,0.7,-11,0,-1.4,-6.7,-9,-1
Cc1ccc(Cl)cc1Nc1nc(-c2sc(NC(=O)c3ccco3)nc2C)cs1,-6,-0.3,1.3,7,5,0.7,1.8,5,0
Cc1c(CC(=O)O)c(=O)oc2cc3oc4c(c3cc12)CCCC4,14,2.2,0.8,-8,1,-2.2,i,1,-6
O=C(Nc1ccccc1)NC1CCCCCCC1,-9,1.1,x,-2,x,x,-0.4,8,x
CCOc1ccccc1C(=O)OCC(=O)NCCc1ccc(OC)cc1,4,1.2,2.5,-11,x,-1.3,i,8,-12
COc1ccc(C(=O)O)nc1C,6,1.9,1.1,-2,5,0.4,-0.6,4,10
CCOC(=O)C(NC(=O)c1ccccc1)(OCC1(CC)COC1)C(F)(F)F (stereo not drawn),-5,x,-1.0,-11,3,-0.5,-1.6,1,-2
CC(C)[C@H](NC(=O)NC1CCN(Cc2ccccc2)CC1)C(=O)O,3,0.8,0.4,-4,0,-3.4,-0.1,-7,-10
COc1ccccc1NS(=O)(=O)c1ccccc1C#N,-9,x,1.6,-3,-11,u,-0.1,-4,-6
COc1ccc(C(=O)/C=C\N2CCOCC2)cc1,3,x,-0.4,-7,1,0.1,0.1,-2,-8
CC1CN(C(=O)C2CC(=O)N(c3ccc(Cl)cc3)C2)CC(C)O1 (stereo not drawn),-6,0.6,-1.7,-9,-1,0.6,-0.2,-2,6
CCOC1=C/C(=C/c2c(N)n3nc(-c4ccccc4)sc3nc2=O)C=CC1=O,1,-1.4,-1.7,x,-2,-0.2,-0.2,8,3
O=C(NCCCNC(=O)c1ccc(-c2cc(Cl)ccc2Cl)o1)c1cnccn1,9,-1.6,0.4,0,-1,-0.9,-0.5,0,-1
Clc1ccc(Cl)c(Oc2ccc(Oc3nc(Cl)ccc3Cl)cc2)n1,-5,x,0.6,-11,-6,u,-0.2,-4,-1

# In the list so far, these have a furan ring, fused or not.
SMILES,Yp Topo-I inh,TcdB inh,PfHsp40 yeast,PriA SSB inh,3CLpro inhibitor,BoNT A protease,BH1578 lux ind,PrPC TRFRET,Anthrax LF inh2
O=C(COC(=O)[C@H](Cc1ccccc1)NC(=O)c1ccco1)NCc1ccccc1,-7,x,0.4,-6,4,0.9,x,-4,10
Cc1ccc(C2N(c3cccc(Cl)c3)C(=O)C3CCCN32)o1 (stereo not drawn),-3,-0.3,1.5,-10,1,-0.3,0.0,0,-2
Cc1ccc(Cl)cc1Nc1nc(-c2sc(NC(=O)c3ccco3)nc2C)cs1,-6,-0.3,1.3,7,5,0.7,1.8,5,0
Cc1c(CC(=O)O)c(=O)oc2cc3oc4c(c3cc12)CCCC4,14,2.2,0.8,-8,1,-2.2,i,1,-6
O=C(NCCCNC(=O)c1ccc(-c2cc(Cl)ccc2Cl)o1)c1cnccn1,9,-1.6,0.4,0,-1,-0.9,-0.5,0,-1
